CIT2 TOR yeast: modulators of CIT2-GFP expression in yeast, primary screen, S. cerevisiae, GFP fusion, multiplex flow cytometry, MLPCN library | GFP response vs DMSO, % at 10 µM | S. cerevisiae CIT2-GFP strain, 3 h; 100 means same as DMSO wells | 0.065% of 320,000 active;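 active means GFP response relative to DMSO above a set limit, near the screen mean plus 3 SD, cut at about 150% in these data; inconclusive means Fewer than 70 cells measured for a yeast strain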;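 further: ratio of well median GFP fluorescence to mean of DMSO wells on the plate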
procasp3 activ: activators of human procaspase-3 D3A mutant, primary screen, biochemical, absorbance, PC-3 D3A mutant, single concentration. Caspase-3 (Homo sapiens), P42574. recombinant procaspase-3 D3A, Ac-DEVD-pNA absorbance 405 nm. activation, % at 8.5 µM. 0.11% of 330,000 active. AID 463141, 2010;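 active means activation above the mean of all tested compounds plus 3 SD, cut at about 21% in these data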;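 further: 0% = DMSO alone and 100% = DMSO wells spiked with extra 5 µM PC-3 D3A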
Target sequence (P42574 whole entry D9A/D28A/D175A): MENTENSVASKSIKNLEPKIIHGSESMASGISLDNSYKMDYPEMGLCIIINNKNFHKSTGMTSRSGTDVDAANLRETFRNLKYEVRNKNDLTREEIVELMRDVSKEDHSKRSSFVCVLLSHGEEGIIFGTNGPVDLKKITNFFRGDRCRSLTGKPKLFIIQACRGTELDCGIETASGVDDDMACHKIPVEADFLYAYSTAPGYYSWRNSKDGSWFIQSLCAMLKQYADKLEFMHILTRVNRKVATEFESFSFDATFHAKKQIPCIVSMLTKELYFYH
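assay system = Procaspase-3 D3A mutant | signal = absorbance at 405 nm, 0 and 120 min | times = 1 h preincubation plus 2 h reaction at 25 °C | repeats = single replicate | read-out = % activation between DMSO and enzyme-spiked controls | medium = Zinc-free HEPES saline buffer with Triton X-100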
AHR activator: AHR activators, primary screen, cell-based, luminescence, luciferase reporter, human; Aryl hydrocarbon receptor (Homo sapiens), P35869; 2.5% of 320,000 active; AID 2796, 2010; activation, % at 5 µM; AHR-responsive luciferase reporter cells; in the data active means activation above about 47%;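 further: 0% = vehicle wells and 100% = reference agonist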
Target sequence (P35869 whole entry, looked up): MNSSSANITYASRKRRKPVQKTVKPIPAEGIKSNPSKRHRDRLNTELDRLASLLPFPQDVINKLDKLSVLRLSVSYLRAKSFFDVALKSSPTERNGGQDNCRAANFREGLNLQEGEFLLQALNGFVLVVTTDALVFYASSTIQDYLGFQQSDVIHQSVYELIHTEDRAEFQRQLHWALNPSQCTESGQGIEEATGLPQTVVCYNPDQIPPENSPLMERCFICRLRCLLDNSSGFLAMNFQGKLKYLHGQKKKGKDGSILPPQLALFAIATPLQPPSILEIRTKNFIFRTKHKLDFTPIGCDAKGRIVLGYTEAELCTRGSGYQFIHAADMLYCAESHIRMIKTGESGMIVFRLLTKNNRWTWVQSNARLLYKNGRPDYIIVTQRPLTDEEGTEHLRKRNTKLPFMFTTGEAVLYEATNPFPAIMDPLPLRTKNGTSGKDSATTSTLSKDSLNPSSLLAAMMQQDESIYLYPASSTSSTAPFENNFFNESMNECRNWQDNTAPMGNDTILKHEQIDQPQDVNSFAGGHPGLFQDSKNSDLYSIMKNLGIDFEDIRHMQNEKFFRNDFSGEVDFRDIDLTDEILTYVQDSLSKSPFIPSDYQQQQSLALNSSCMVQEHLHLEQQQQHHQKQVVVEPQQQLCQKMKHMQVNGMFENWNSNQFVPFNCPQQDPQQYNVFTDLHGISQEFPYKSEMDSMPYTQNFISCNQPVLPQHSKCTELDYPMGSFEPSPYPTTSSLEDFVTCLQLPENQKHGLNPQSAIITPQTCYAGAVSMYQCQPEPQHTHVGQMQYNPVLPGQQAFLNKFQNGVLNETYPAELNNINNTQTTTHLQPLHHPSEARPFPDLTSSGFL
AGP1 TOR yeast: modulators of AGP1-GFP expression in yeast TOR pathway, primary screen, cell-based, multiplex flow cytometry, S. cerevisiae, MLPCN library; AID 2066, 2009; 0.02% of 320,000 active; 3 h; GFP as percent of DMSO wells; GFP response vs DMSO, % at 10 µM;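 active means GFP response relative to DMSO above a set limit, near screen average plus 3 SD, cut at about 150% in these data; inconclusive means fewer than 70 cells counted for the yeast strain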;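 further: median GFP channel fluorescence of the gated AGP1 strain per well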
RPL19A-GFP yeast: RPL19A-GFP expression modulators in yeast, primary screen, cell-based, S. cerevisiae, multiplex flow cytometry, MLPCN; S. cerevisiae RPL19A-GFP strain, 3 h; stronger effect = lower value; percent response vs DMSO, % at 10 µM; 0.3% of 330,000 active; AID 2025, 2009;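 active means percent response vs DMSO below 50%; inconclusive means fewer than 70 events counted for the yeast strain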;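 further: median channel GFP fluorescence of the barcoded RPL19A-GFP strain; ratio of sample median GFP to plate DMSO average so 100% = DMSO; lower means less RPL19A-GFP as with rapamycin TOR inhibition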
LAP4 TOR yeast: modulators of LAP4-GFP expression in yeast, primary screen, S. cerevisiae, multiplex flow cytometry, MLPCN library; GFP response vs DMSO, % at 10 µM; AID 2023, 2009; 0.34% of 320,000 active; 3 h; median GFP as percent of DMSO wells;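 active means GFP response vs DMSO above a set limit, about the screen mean plus 3 SD, cut at about 150% in these data; inconclusive means under 70 cell events counted for the yeast strain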
MEP2 TOR yeast: modulators of MEP2-GFP levels in yeast, primary screen, S. cerevisiae, multiplex flow cytometry, MLPCN library; S. cerevisiae MEP2-GFP strain, 3 h; 100% = DMSO control level; GFP response vs DMSO, % at 10 µM; 0.51% of 330,000 active; AID 2016, 2009;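 active means GFP response versus DMSO above a set limit, roughly screen mean plus 3 SD, cut at about 180% in these data; inconclusive means fewer than 70 cells counted for a yeast strain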;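 further: median GFP fluorescence of the barcode-gated MEP2-GFP cells per well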
proCasp7 act: procaspase-7 activators, primary screen, counter-screen for procaspase-3 activator project, biochemical, absorbance, HTS, human | Caspase-7 (Homo sapiens), P55210 | recombinant procaspase-7, Ac-DEVD-pNA absorbance 405 nm; D23A/D198A/D206A triple mutant, cannot self-cleave; scale: DMSO 0, 5 µM enzyme 100 | activation, % at 8.5 µM | 0.093% of 330,000 active | AID 463210, 2010;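 active means percent activation above the screen-wide mean plus 3 SD, cut at about 25% in these data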
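Detection: p-Nitroaniline absorbance at 405 nm, read at 0 and 120 min; system: Uncleavable procaspase-7 mutant enzyme; evaluation: % activation from two-timepoint absorbance difference, scaled to controls; times: 1 h enzyme–compound preincubation and 2 h substrate reaction, both 25 °C; buffer or medium: Zinc-free HEPES pH 7.4 with 300 mM NaCl, 0.01% Triton X-100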
Numbers without * were called inactive; ? = inconclusive; . = not tested or not shown; [ ] = another dose, or the depositor's remark.

The first four entries as a preview:
SMILES	CIT2 TOR yeast	procasp3 activ	AHR activator	AGP1 TOR yeast	RPL19A-GFP yeast	LAP4 TOR yeast	MEP2 TOR yeast	proCasp7 act
Cc1ccsc1/C=N/NC(=O)C1CC(=O)N(c2ccccc2)C1 (stereo unspecified)	109	12	0	102	103	100	116	9
O=c1c([N+](=O)[O-])cccn1Cc1ccccc1Cl	111	1	0	108	103	113	104	-3
N#C/C(=C\N1CCOCC1)c1ccccc1	109	-3	0	103	101	105	110	5
Cc1ccc(C(=O)NCN2CCN(c3ccc(F)cc3)CC2)cc1	88	-4	1	98	94	101	97	4

All compounds of this part (from the top)
SMILES	CIT2 TOR yeast	procasp3 activ	AHR activator	AGP1 TOR yeast	RPL19A-GFP yeast	LAP4 TOR yeast	MEP2 TOR yeast	proCasp7 act
Cc1ccsc1/C=N/NC(=O)C1CC(=O)N(c2ccccc2)C1 (stereo unspecified)	109	12	0	102	103	100	116	9
O=c1c([N+](=O)[O-])cccn1Cc1ccccc1Cl	111	1	0	108	103	113	104	-3
N#C/C(=C\N1CCOCC1)c1ccccc1	109	-3	0	103	101	105	110	5
Cc1ccc(C(=O)NCN2CCN(c3ccc(F)cc3)CC2)cc1	88	-4	1	98	94	101	97	4
O=C(CN(c1ccc(F)cc1)S(=O)(=O)c1ccccc1)N1CCOCC1	101	-8	3	101	105	111	115	-3
O=C(COC(=O)c1ccccc1OCC(=O)Nc1ccc(Br)cc1)Nc1ccccc1	117	4	-2	114	108	106	108	3
Cc1cc(OCC(=O)NCCN2CCOCC2)cc(C)c1Cl	99	5	5	100	100	101	107	0
COc1cc(/C=C/C(=O)Nc2cccc(S(=O)(=O)N3CCOCC3)c2)ccc1OCC#N	93	4	-4	94	95	94	91	14
COc1ccc(C(=O)CCC(=O)Nc2ccc(N3CCN(C)CC3)cc2)cc1OC	86	3	0	96	97	103	93	7
Clc1cccc(Cl)c1COc1ccncc1	106	3	8	109	105	102	107	6
CCOc1ccc(OCCC(=O)N2CCN(S(=O)(=O)c3ccc(OCC)cc3)CC2)cc1	96	-5	0	96	101	95	104	9
COc1cc(SC)ccc1C(=O)N(C)CC(=O)Nc1cccc2ccccc12	86	1	7	94	94	85	87	4
[O-]C1=N/[N+](=C/c2ccc(Cl)cc2)CC1	102	-3	1	105	103	102	101	-9
O=C(CNCCC1=CCCCC1)Nc1ccccc1N1CCCCCC1	108	4	0	105	102	107	101	7
CCNC(=O)C1CC(=O)N(Cc2ccc3c(c2)OCO3)C(=Nc2ccc(F)cc2)S1 (stereo unspecified)	102	5	0	99	108	96	103	2
Cc1noc(C)c1COc1ccc(C(=O)OCC(=O)Nc2ccc3c(c2)OCO3)cc1	95	-2	12	111	97	90	92	4
Cc1ccc(CN2CC(C(=O)Nc3cccc(S(=O)(=O)N4CCCCC4)c3)CC2=O)cc1 (stereo unspecified)	98	-3	2	97	104	88	101	-18
C/C(=N\Nc1ccc(C(=O)O)cc1)c1ccc(Br)cc1	95	-4	-5	98	97	104	102	-9
CCc1ccccc1OCC(=O)Nc1cccc(S(=O)(=O)NCc2ccco2)c1	86	-5	1	93	92	100	94	-2
CCOC(=O)c1cc2c(=O)n3ccccc3nc2n(Cc2ccco2)c1=NC(=O)c1cccnc1	95	0	4	92	99	97	101	4
Cc1ccc(S(=O)(=O)C(C#N)c2nc3ccccc3nc2OCCO)cc1 (stereo unspecified)	109	-13	5	102	103	92	100	-10
COCc1nc2oc3ccc(C)cc3c(=O)c2cc1C(=O)OC	90	-9	0	91	89	106	100	-6
CN(C)CCn1c2c(c(SCC(=O)Nc3cccc(C(F)(F)F)c3)nc1=O)CCCC2	100	9	-1	108	97	108	97	5
O=C(OCC(=O)N1CCN(c2ccc(F)cc2)CC1)c1cnc2ccccc2n1	111	2	10	109	106	118	105	2
Cc1ccccc1CSCCNC(=S)Nc1ccccc1	94	-3	-4	95	101	108	115	19
SMILES	CIT2 TOR yeast	procasp3 activ	AHR activator	AGP1 TOR yeast	RPL19A-GFP yeast	LAP4 TOR yeast	MEP2 TOR yeast	proCasp7 act
Cn1c(=O)c(=O)n(C)c2cc(N3CCOCC3)c(NS(=O)(=O)c3ccc([N+](=O)[O-])cc3)cc21	129	-4	-1	105	102	124	101	-33
CCOC(=O)N1CCN(C(=S)NC(=O)C2CCCC2)CC1	97	-1	2	111	97	103	98	8
O=C(CCCN1C(=O)NC2(CCCC2)C1=O)NCc1ccccc1	96	4	-1	96	97	93	98	3
Cc1ccc(Cl)cc1NC(=S)N(Cc1cccnc1)Cc1ccccc1Cl	105	3	4	109	96	102	102	4
O=C(Nc1ccc(S(=O)(=O)N2CCCC2)cc1)Nc1ccc(F)cc1F	96	7	2	102	101	111	108	2
CCOc1ccc(/C=C2/SC(=S)N(n3c(C)ccc3C)C2=O)cc1	106	-2	8	110	106	102	106	-11
CCOc1ccccc1N1CCN(C(=O)c2ccc(OCC(=O)N3CCOCC3)c(OC)c2)CC1	99	3	2	100	96	95	95	3
COc1cc(Br)c(CC(=O)NNC(=O)c2ccc(F)cc2)cc1OC	86	10	-1	97	91	95	91	13
O=C(COc1ccccc1C(=O)c1cnn(-c2ccccc2)c1)Nc1ccccc1	100	5	6	100	112	95	97	2
CC(=O)Nc1ccc(NC2CCCCC2NS(=O)(=O)c2ccc(Cl)cc2)cc1 (stereo unspecified)	107	-3	0	104	105	95	112	14
CCCCn1c(N)c(N(CC)C(=O)c2c(CC)noc2C)c(=O)[nH]c1=O	100	-8	7	104	101	101	109	-2
CCCC1=C(C(=O)OCC)C(c2ccco2)C(C#N)=C(N)O1 (stereo unspecified)	96	-3	-2	105	101	103	95	8
C=CCn1c(SCC(=O)Nc2ccc3c(c2)OCO3)nnc1-c1ccccc1	98	-1	11	101	98	102	99	-2
COC(=O)N/N=C/c1ccccc1OCCOc1ccc(OC)cc1	93	0	15	101	105	106	105	-15
CN(Cc1ccccc1C#N)S(=O)(=O)c1cccs1	103	2	2	101	110	99	106	-3
Cc1ccc(CNC(=O)C(=O)NCC2OCCN2S(=O)(=O)c2ccc3c(c2)OCCO3)cc1 (stereo unspecified)	97	1	2	93	98	99	100	8
CCOC(=O)c1c(NC(=O)c2c(C(=O)O)cccc2[N+](=O)[O-])sc(C)c1C	84	3	0	99	83	108	96	-5
O=C1CC(NC(=O)C(F)(F)F)c2cc3c(cc21)OCO3 (stereo unspecified)	97	-3	2	108	105	97	104	13
Cc1ccc(NC(=O)C(=O)c2cn(CC(=O)N3CCCCC3)c3ccccc23)cc1	84	-3	3	86	98	89	100	2
CSc1nsc(SC)c1NC(=O)OCCc1ccccn1	97	-4	-1	100	97	100	100	-3
CCN(CC)c1ccc(NC(=O)CCNS(=O)(=O)c2ccc3c(c2)CCC(=O)N3)c(C)c1	102	-3	2	104	100	102	110	-3
CCOC(=O)c1cn(Cc2c(C)c(C)c(C)c(C)c2C)nn1	103	-9	1	103	101	93	100	4
Nc1ccc(/C=C/c2ccc3ncccc3c2)cc1	91	-15	-7	91	100	99	103	-23
CC(C)(C)c1ccc(CS(=O)CC(O)CO)cc1 (stereo unspecified)	111	2	1	109	111	101	105	-10
Cc1ccc(NC(=O)C2OCCc3ccccc32)cc1 (stereo unspecified)	113	4	118*	111	112	100	112	6
SMILES	CIT2 TOR yeast	procasp3 activ	AHR activator	AGP1 TOR yeast	RPL19A-GFP yeast	LAP4 TOR yeast	MEP2 TOR yeast	proCasp7 act
O=C(O)c1cc(S(=O)(=O)NCCN2CCNC2=O)ccc1O	103	-1	-1	102	102	111	109	-13
O=[N+]([O-])c1cccc2ccc(/C=C/c3cccc(Br)c3)nc12	94	-5	175*	97	101	93	101	5
C=CCc1cc(C=O)cc(OC)c1OCc1ccc(C(=O)O)cc1	96	-4	1	102	94	108	99	-12
COc1cccc(NC(=O)Nc2nnc(CC(=O)NCc3ccccc3)s2)c1	98	0	6	106	98	104	94	-10
COc1ccccc1C(=O)NC(CCSC)C(=O)NCC(c1cccs1)N(C)C (stereo unspecified)	99	-4	5	93	90	84	97	-7
Cc1c(Cc2ccccc2)c(=O)oc2cc(OCC(=O)NC(Cc3ccc(Cl)cc3)C(=O)O)ccc12 (stereo unspecified)	95	9	0	96	92	97	115	0
NS(=O)(=O)c1ccc(CNC(=O)c2ccc(Cl)c([N+](=O)[O-])c2)cc1	113	5	1	110	96	107	106	10
Cc1ccc(C(=O)NC(C)C(c2cccs2)N2CCCC2)s1 (stereo unspecified)	99	6	8	92	105	86	109	-3
C=CCC[C@H](Cc1ccc(F)cc1)C(=O)OC[C@@H](NC(=O)[C@H](CC=C)CC(=O)NCCO)c1ccccc1	95	7	0	100	99	105	93	2
CC(C)n1c(=S)[nH]c2ccccc2c1=O	90	1	-3	91	.	102	95	0
O=C1/C(=C\c2ccc(Br)o2)Cc2ccccc21	91	-1	19	82	90	92	98	1
O=C(NN1CCOCC1)c1ccc(Br)cc1	107	1	-1	120	106	125	111	-3
C(=C\c1ccco1)/c1ccc2ccccc2n1	95	-6	15	102	96	115	97	-3
O=C(CC1C(=O)NCCN1C(=S)Nc1ccccc1)Nc1ccc2c(c1)OCCO2 (stereo unspecified)	100	1	3	102	102	108	109	-1
COc1ccc(CCCC(=O)Nc2ccc(F)cc2)cc1	100	-10	0	101	108	103	106	-2
CNC(=O)c1c(NC(=O)C(C)C)sc2c1CCC2	95	-4	2	100	100	115	103	4
COc1ccc(S(=O)(=O)Nc2ccccc2C(=O)N2CCCC2)cc1C	98	10	-3	99	98	97	107	5
Cc1nonc1OC(C)CNCCNc1ccc([N+](=O)[O-])cc1 (stereo unspecified)	92	-3	-1	99	96	106	94	-5
O=C(N/N=C/c1cnc(N2CCCCC2)s1)c1ccc(C(F)(F)F)cc1	87	1	5	105	94	123	110	4
COc1ccc(OC(=O)c2ccc3nsnc3c2)cc1	105	6	2	107	106	103	108	3
COc1ccc2c(c1)CC(N1CCN(C)CC1)c1cc(OC)ccc1S2 (stereo unspecified)	109	-1	-2	104	99	106	98	4
Cc1cccc(N(C(=O)Cc2cccs2)C(C(=O)NC2CCCC2)c2ccncc2)c1 (stereo unspecified)	?	2	0	?	50[may fluoresce violet]	83[may fluoresce violet]	438*[may fluoresce violet]	-11
O=S(=O)(Nc1cccc(-c2cn3c(n2)SCC3)c1)c1ccccc1F	94	-1	7	96	100	97	100	-12
CC(C(=O)Nc1ccc(S(=O)(=O)Nc2ncccn2)cc1)N1C(=O)c2ccccc2S1(=O)=O (stereo unspecified)	95	3	0	110	92	105	94	1
CC(=O)Nc1ccc(SCC(=O)c2ccc(Br)s2)cc1	91	-20	6	97	98	139	101	-32
Fc1ccccc1-c1cc2ncccc2cn1	94	1	67*	100	100	104	91	3

High-throughput results as filed in PubChem BioAssay.

Rows are unselected; 3.5% or so of the library scored in one or more.
